From PubChem
KCNH2 3.1 block = KCNH2 3.1 (human) potassium channel inhibition | U2OS KCNH2 3.1, thallium flux FluxOr; active compounds read low | activity change, % (tested at about 1.8 µM) | 340,000 compounds, 0.95% hits;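 active = maximum activity change below -70%; inconclusive = maximum activity change from -70% to -50%; inactive = maximum activity change above -50%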;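 note: thallium influx rate constant from kinetic fluorescence after stimulation buffer; % is set by controls: 0 for no effect and ±100 for the full control effect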
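We transduce U2OS cells with the mutant 3.1 virus, culture them overnight, load FluxOr with Red40 quencher for 45 min, then add stimulation buffer and read kinetically for 2 min to derive a normalized rate constant.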
NPC1 promoter act = activators of NPC1 promoter; Potency, µM (highest dose often 9.22 µM), inactives show top-dose activation, usual class: activators; 320,000 compounds, 2.4% hits; Huh7 NPC1 promoter luciferase reporter, 24 h;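 note: potency is the fitted concentration of half-maximal effect; % of control where 0% means no effect; nearly all actives have a fitted effect of over 60% in size; reporter is driven by a mutant NPC1 promoter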
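Readout is luciferase luminescence, reflecting NPC1 promoter activation in stably transfected Huh7 cells after 24 h compound exposure at 37 °C in reduced-serum medium with 10% FBS.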
ELG1 genotoxic = induces genotoxicity in HEK293T cells with luciferase-tagged ELG1; HEK293T ELG1-luciferase reporter, luminescence, 16 h; Potency, µM (titrated, usually from 46 µM), for inactives: at the top dose activity change, positive = activation, usual class: activators; 330,000 compounds, 1.3% hits; note: potency is the fitted concentration of half-maximal effect; % of control where 0% means no effect; nearly all actives have a fitted effect of over 60% in size
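Step 1: seed 2,000 HEK293T ELG1-luciferase cells per well. Step 2: add compound or DMSO, incubate 16 hr at 37 °C. Step 3: ONE-Glo, 30 min at room temperature, read luminescence.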
RORgamma inh = ROR gamma (mouse) transcription inhibition; P51450; 310,000 compounds, 5.4% hits; Drosophila S2 Gal4-RORgamma UAS-luciferase reporter, 20 h; Potency, µM (top dose mostly 53.6 µM), inactives show at the top dose activity change, negative = inhibition, actives largely listed as inhibitors; note: potency is the fitted concentration of half-maximal effect; % is set by controls: 0 for no effect and ±100 for the full control effect; nearly all actives have a fitted effect of over 60% in size
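Drosophila S2 cells stably expressing Gal4-DBD/mouse RORγ fusion under metallothionein promoter plus UAS-luciferase; compound 1 h, then 700 uM CuSO4 induction for 20 h at ambient temperature; inhibition read as reduced luminescence.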
Giardia killer = Giardia lamblia killing | activity change, % at 7.66 µM, hits read low | Giardia lamblia trophozoite viability | AID 540267 | 340,000 compounds, 0.15% hits; in the data active = activity change below about -80%; inconclusive = between about -30% and that limit;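 note: parasites exposed to compound for two days anaerobically before the ATP read; % is set by controls: 0 for no effect and ±100 for the full control effect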
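Luminescent ATP signal served as the viability read-out, measured 15-30 min after adding ATP detection reagent to trophozoites that had been incubated with compounds for 48 hrs at 37 deg C anaerobically at 100 cells/well.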
FLuc counter = inhibits or activates purified firefly luciferase, miR-21 counter-screen; purified FLuc, Km substrates, luminescence inhibition; Potency, µM (titrated, usually from 57.5 µM), for inactives: at the top dose activity change, negative = inhibition, actives largely listed as inhibitors; 360,000 compounds, 6.9% hits; AID 588342;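 note: potency is the fitted concentration of half-maximal effect; plate controls were vehicle for no effect and reference inhibitor for full effect; nearly all actives have a fitted effect of over 55% in size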
Target sequence (P08659 whole entry, looked up): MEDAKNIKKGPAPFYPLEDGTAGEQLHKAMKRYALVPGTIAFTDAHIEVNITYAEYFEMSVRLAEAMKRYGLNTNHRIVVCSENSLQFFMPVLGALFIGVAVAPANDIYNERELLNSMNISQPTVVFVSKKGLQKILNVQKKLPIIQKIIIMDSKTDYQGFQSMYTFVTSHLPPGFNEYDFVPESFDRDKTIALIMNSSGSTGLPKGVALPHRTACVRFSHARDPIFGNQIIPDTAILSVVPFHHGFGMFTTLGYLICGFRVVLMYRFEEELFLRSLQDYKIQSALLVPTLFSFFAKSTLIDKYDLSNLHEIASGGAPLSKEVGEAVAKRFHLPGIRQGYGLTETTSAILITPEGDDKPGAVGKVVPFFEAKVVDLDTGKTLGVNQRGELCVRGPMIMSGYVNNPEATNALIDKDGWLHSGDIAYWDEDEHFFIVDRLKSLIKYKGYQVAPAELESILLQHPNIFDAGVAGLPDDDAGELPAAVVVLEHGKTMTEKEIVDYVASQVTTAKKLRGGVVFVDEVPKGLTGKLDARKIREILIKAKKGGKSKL
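Biochemical qHTS of compounds, final roughly 60 µM downward over six points, against 10 nM purified firefly luciferase using Km concentrations of substrates (10 uM D-luciferin, 10 uM ATP) in Tris acetate pH 7.5 buffer; luminescence output.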
Rab9 promoter act = Rab9 promoter activation; 320,000 compounds, 2.8% hits; Huh7 Rab9 promoter-luciferase reporter, luminescence, 24 h; Potency, µM (doses to about 9.22 µM), without a hit: at the top dose activation, negative = inhibition, actives largely listed as activators; note: potency is the fitted concentration of half-maximal effect; % of control where 0% means no effect; nearly all actives have a fitted effect of over 60% in size
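Huh7 cells stably carrying a Rab9 promoter-luciferase reporter, 1500 cells per well in OP-MEM I with 10% FBS, treated with compound 24 hours at 37C. Luciferase activity read by luminescence after 10 minutes with Amplite reagent.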
Gal4-VP16 FLuc = counter-screen for ROR gamma inhibitors: Gal4-VP16 reporter; Drosophila S2 Gal4-VP16 UAS-luciferase, luminescence, 20 h; Potency, µM (series often up to 53.6 µM), for the others: at the top dose activity, negative = inhibition, usual class: inhibitors; 310,000 compounds, 3.5% hits;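 note: Gal4-VP16 expression switched on by copper sulfate through the metallothionein promoter; potency is the fitted concentration of half-maximal effect; % is set by controls: 0 for no effect and ±100 for the full control effect; nearly all actives have a fitted effect of over 50% in size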
Tb PFK block = blocks T. brucei phosphofructokinase; T. brucei PFK, ADP-Glo luminescence; AID 485367; 330,000 compounds, 0.17% hits; Potency, µM (doses to about 57.5 µM), inactives show at the top dose activity, negative = inhibition, actives largely listed as inhibitors;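 note: potency is the fitted concentration of half-maximal effect; 0% = uninhibited 1x PFK enzyme wells and -100% = no-enzyme wells; nearly all actives have a fitted effect of over 60% in size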
Target sequence (O15648 whole entry, looked up): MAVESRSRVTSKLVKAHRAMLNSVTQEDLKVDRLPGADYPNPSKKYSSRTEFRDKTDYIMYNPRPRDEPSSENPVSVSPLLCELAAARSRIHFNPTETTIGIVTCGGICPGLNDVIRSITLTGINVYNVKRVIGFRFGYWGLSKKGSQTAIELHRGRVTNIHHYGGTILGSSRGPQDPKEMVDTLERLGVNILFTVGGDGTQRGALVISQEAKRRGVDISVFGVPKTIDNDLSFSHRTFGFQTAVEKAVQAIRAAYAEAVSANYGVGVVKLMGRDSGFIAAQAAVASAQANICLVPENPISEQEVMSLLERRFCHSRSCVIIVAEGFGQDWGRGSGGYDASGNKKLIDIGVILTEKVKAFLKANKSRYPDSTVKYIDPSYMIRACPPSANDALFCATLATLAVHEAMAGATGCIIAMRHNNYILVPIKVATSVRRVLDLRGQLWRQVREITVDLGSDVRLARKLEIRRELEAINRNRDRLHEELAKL
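In TEA buffer at pH 8.0 with 5 mM MgCl2, enzyme (1.25 nM) converted F6P (0.5 mM) and ATP (0.1 mM) for 45 min at room temperature. ADP product was read by luciferase luminescence.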
uPA surface inh = cell surface uPA generation inhibition; 330,000 compounds, 0.31% hits; Potency, µM (series often up to 38.3 µM), without a hit: at the top dose activity change, negative = inhibition, usual class: inhibitors; cell surface uPA generation assay, qHTS; active = well fitted inhibition curve with a large enough effect; inconclusive = small, poorly fitted or top-dose-only effect; inactive = no such curve, though single readings can be large or run the other way; tested in mouse RAW 264.7 cells; note: potency is the fitted concentration of half-maximal effect; % is set by controls: 0 for no effect and ±100 for the full control effect; nearly all actives have a fitted effect of over 55% in size
FBPA coupling cs = inhibits coupling enzyme system, counter-screen for aldolase hits; coupling enzyme system counterscreen, AmpLite Red fluorescence; AID 2472; 290,000 compounds, 0.67% hits; activity change, negative = inhibition, % at 58.2 µM, hits read low; in the data active = activity change below about -30%; note: % is set by controls: 0 for no effect and ±100 for the full control effect
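Fluorescence at 525 nm excitation and 598 nm emission measured inhibition of the coupled detection system without aldolase. Compounds (at 57.5 uM final) were preincubated 10 min at room temperature with coupling enzyme reagent before a 20 min substrate/AmpLite Red step.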
Active calls of the source: *; ? = inconclusive; nt = no result given; [ ] = another dose, or the depositor's remark. Unless noted, calls come from the whole dose curve; as a rule, active = well fitted curve in the direction sought with a large enough effect; inconclusive = small, poorly fitted or top-dose-only effect, or another doubt; inactive = no such curve, though single readings can be large; an effect the other way counts as inactive or inconclusive.

The line under a structure holds: Rab9 promoter act	Tb PFK block	NPC1 promoter act	uPA surface inh	FLuc counter	RORgamma inh	FBPA coupling cs	Gal4-VP16 FLuc	ELG1 genotoxic	Giardia killer	KCNH2 3.1 block
1. O=C(SCC(O)C(O)CS)c1cccs1 (stereo unspecified)
→ -6.4%	-7.9%	-0.7%	5.0%	-6.6%	13.3%	3.5	-5.6%	2.2%	-1.4	6.3
2. COc1cccc(NC(=O)CCc2nnc3ccc(NCc4ccco4)nn23)c1
→ 1.4%	-2.1%	0.8%	0.0%	-2.5%	-10.2%	1.3	-0.1%	4.5%	-12.7	-0.1
3. Cc1ccc(C)c(S(=O)(=O)N2CCCCC2CCNC(=O)C(=O)NCc2ccco2)c1 (stereo unspecified)
→ -4.7%	-9.1%	-12.5%	-13.6%	3.0%	nt	nt	nt	-10.7%	-17.6	0.6
4. COC(=O)C1C(c2ccccc2)C(C(=O)OCc2ccco2)C1c1ccccc1 (stereo unspecified)
→ 6.5%	1.1%	-7.9%	nt	-0.7%	2.9%	-2.5	-29.7%	-10.9%	-10.8	-8.5
5. CC(=O)C1=C(O)C(=O)N(CCC(=O)O)C1c1cccc(F)c1 (stereo unspecified)
→ -6.0%	-3.7%	-1.5%	5.5%	1.7%	-0.4%	-2.3	0.3%	-6.2%	13.3	-21.5
6. CCc1cc[n+](CC(=O)Nc2ccc(Cl)cc2Cl)cc1
→ 0.3%	-1.0%	-5.5%	5.0%	-0.7%	-0.3%	1.5	-5.7%	-5.0%	0.2	-25.1
7. N#Cc1c(-c2ccccc2)ccn(Cc2cccc(Cl)c2)c1=O
→ 0.5%	-4.6%	-3.0%	-4.9%	2.5%	19.8%	-1.2	-3.9%	0.0%	7.4	-30.8
8. C/C(=C\C(=O)c1ccc(Br)cc1)NNC(=O)c1ccc(O)cc1
→ 2.6%	2.2%	-0.5%	-13.0%	6.2%	5.01µM*	-0.3	4.47µM*	2.8%	-2.5	-9.0
9. Cn1nc(C(C)(C)C)c([N+](=O)[O-])c1C(=O)N1CCCCCC1
→ -5.9%	0.2%	-3.5%	-1.4%	2.9%	2.5%	1.2	-1.0%	3.7%	-11.4	-1.2
10. CCOC(=O)c1nnn(CC(=O)N2N=C(c3cccc4ccccc34)CC2c2ccccc2)c1C(=O)OCC (stereo unspecified)
→ 2.2%	6.6%	-6.1%	-3.0%	6.6%	-13.4%	-0.1	-1.4%	-3.4%	-15.6	-7.4
11. O=[N+]([O-])c1ccc(S(=O)(=O)c2ccccc2)nc1
→ -29.6%	-28.6%	-2.6%	?	-10.2%	?	-13.2	3.55µM*	-13.7%	-6.8	0.8
12. CC(C)c1ccccc1OCC(=O)NC1CCCc2ccccc21 (stereo unspecified)
→ -6.9%	0.3%	-4.2%	6.9%	8.9%	?	3.4	?	-4.6%	-10.6	-3.2
13. CCc1nnc(NC(=O)Cn2nnc(-c3ccccc3F)n2)s1
→ -3.9%	5.5%	-1.2%	1.1%	1.1%	-8.0%	-1.2	6.5%	-1.5%	-13.8	8.5
14. Cc1cc(C)cc(NC(=O)C/C(N)=N/O)c1
→ -0.2%	8.5%[0.46 µM]	-1.8%	2.2%	0.0%	6.7%	-0.3	-7.3%	1.5%	25.3	0.5
15. Cc1nc(N(C)C)c2sc(=S)n(Cc3ccccc3)c2n1
→ 0.0%	2.0%	-8.1%	4.1%	-0.6%	-29.1%	2.1	14.6%	1.1%	16.8	6.2
16. CN(CC(=O)Nc1ccc(Cl)cc1)C(=O)c1sccc1-c1ccccc1
→ -1.4%	3.3%	-1.3%	2.8%	-1.7%	nt	nt	nt	-9.6%	-11.2	-2.1
17. CC(C)CNC(=O)COC(=O)CCC(=O)c1ccc(F)cc1
→ -0.3%	0.8%	-1.7%	2.4%	2.3%	10.9%	2.8	-4.2%	3.8%	10.5	15.2
18. COC(=O)C1=C(O)/C(=C\c2cc(C)n(-c3ccccc3F)c2C)N=C1C
→ 26.6%	-4.6%	6.7%	-3.0%	0.849µM*	0.1%	3.9	-13.4%	?	15.7	7.7
19. CC(C)c1ccc(N(C(=O)c2cc3ccccc3oc2=O)C2C=CS(=O)(=O)C2)cc1 (stereo unspecified)
→ 2.0%	-2.0%	-12.8%	-8.0%	2.5%	24.0%	0.6	-3.9%	-0.2%	-7.9	-0.1
20. CCOc1cccc(CN2CCN(CCCc3ccccc3)C(CCO)C2)c1O (stereo unspecified)
→ 3.3%	-2.2%	1.2%	7.4%	-0.7%	-17.0%	1.0	6.0%	-2.9%	9.0	?
21. O=C(NCC1COc2ccccc2O1)c1ccc(Cl)c(S(=O)(=O)N2CCCC2)c1 (stereo unspecified)
→ 0.7%	5.0%	-5.9%	-6.6%	4.0%	nt	nt	nt	-2.7%	1.3	-1.0
22. COc1ccc(NC(=O)COc2nsnc2N2CCOCC2)c(OC)c1
→ -7.1%	-5.1%	-5.7%	6.1%	-0.2%	1.1%	nt	6.0%	-1.1%	1.3	-10.4
23. CCOC(=O)N1CCN(C(=O)c2cn(CC)c3ccc(S(=O)(=O)N(C)C4CCCCC4)cc3c2=O)CC1
→ -4.1%	1.9%	0.8%	-27.2%	0.5%	6.2%	nt	11.1%	0.1%	29.1	2.8
24. Cc1cc(C(C)(C)C)oc1C(=O)O
→ -10.5%	3.8%	-0.5%	-3.1%	-15.5%	3.0%	0.8	-4.6%	0.0%	-5.2	-9.4
25. CCCCn1c(N)c(N(CC(C)C)C(=O)CSCc2ccc(Cl)c(Cl)c2)c(=O)[nH]c1=O
→ -13.9%	0.0%	-3.6%	0.3%	4.8%	nt	nt	nt	0.9%	36.3[activator]	-33.3
26. O=C(NCc1cccs1)C1CCCN1C(=O)Nc1ccccc1 (stereo unspecified)
→ 0.8%	-1.5%	1.2%	0.3%	3.1%	-12.0%	1.4	-6.5%	0.6%	-0.3	9.0
27. CCc1nnc(NC(=O)CN2CCN(Cc3ccccc3Cl)CC2)s1
→ 0.7%	-1.3%	3.1%	3.4%	0.7%	nt	0.4	nt	-0.4%	7.6	-13.8
28. CC1=C(C(N)=O)C(c2cccc(OCc3ccccc3)c2)n2nnnc2N1 (stereo unspecified)
→ -2.7%	7.9%	2.8%	-11.3%	-1.7%	26.8%	-0.7	10.3%	0.8%	-2.1	3.1
29. CCOC(=O)CNS(=O)(=O)c1cc(-c2nn(C)c(=O)c3ccccc23)ccc1C
→ -0.2%	?	-7.4%	-3.6%	-1.8%	?	1.9	0.2%	2.0%	3.1	-8.1
30. O=C(NC1CCCCC1)c1cc(-c2ccc(Cl)cc2)on1
→ 25.8%	-0.2%	29.9%	0.5%	3.0%	4.8%	-0.2	-13.2%	7.7%	-7.6	-3.0

Whole records, looked up by structure. Order of screens: Rab9 promoter act	Tb PFK block	NPC1 promoter act	uPA surface inh	FLuc counter	RORgamma inh	FBPA coupling cs	Gal4-VP16 FLuc	ELG1 genotoxic	Giardia killer	KCNH2 3.1 block
CC(C)c1ccc(N(C(=O)c2cc3ccccc3oc2=O)C2C=CS(=O)(=O)C2)cc1 (stereo unspecified) as listed: 2.0%	-2.0%	-12.8%	-8.0%	2.5%	24.0%	0.6	-3.9%	-0.2%	-7.9	-0.1
O=C(NCC1COc2ccccc2O1)c1ccc(Cl)c(S(=O)(=O)N2CCCC2)c1 (stereo unspecified) as listed: 0.7%	5.0%	-5.9%	-6.6%	4.0%	nt	nt	nt	-2.7%	1.3	-1.0

(continued)
The line under a structure holds: Rab9 promoter act	Tb PFK block	NPC1 promoter act	uPA surface inh	FLuc counter	RORgamma inh	FBPA coupling cs	Gal4-VP16 FLuc	ELG1 genotoxic	Giardia killer	KCNH2 3.1 block
31. COc1ccc2c(c1)-c1nc(/N=C/c3ccc(O)cc3)sc1CC2
→ -0.8%	-2.4%	-3.9%	-8.5%	-26.6%	-0.7%	-21.3	?	-0.5%	-25.5	17.2
32. CCOC(=O)C1CCCN(c2c(NCCc3cccc(C)c3)c(=O)c2=O)C1 (stereo unspecified)
→ -0.9%	1.1%	-6.4%	2.1%	4.6%	1.5%	-0.1	0.6%	-2.3%	-26.2	-4.3
33. COc1cc(CNCc2ccc3c(c2)OCO3)c([N+](=O)[O-])cc1OC
→ 0.3%	4.2%	-3.3%	44.1%[activator]	0.4%	41.6%	-5.7	11.9%	-5.3%	-8.5	7.5
34. CCN1CCN(Cc2ccc(OC)c(OCc3ccccc3)c2)CC1
→ nt	nt	nt	nt	3.2%	-8.7%	0.4	-4.5%	nt	-2.3	10.7
